FLuc counter: qHTS profiling assay for firefly luciferase inhibitor/activator using purifed enzyme and Km concentrations of substrates (counterscreen for miR-21 project) | Luciferin 4-monooxygenase (Photinus pyralis), P08659 | purified FLuc, Km substrates, luminescence inhibition | Potency, µM (highest dose often 57.5 µM), inactives show at the highest dose activity change, negative = inhibition, hits mostly inhibitors | 360,000 compounds, 6.9% hits | AID 588342, 2011;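 also: potency is read from the fitted curve at half-maximal effect; plate controls were vehicle for no effect and reference inhibitor for full effect; nearly all actives have a fitted effect of over 55% in size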
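Purified P. pyralis luciferase (10nM final) with 10uM D-luciferin and 10uM ATP (Km levels) in 50mM Tris acetate pH 7.5, 10mM Mg acetate, 0.01% Tween-20, 0.05% BSA; qHTS 6-point titration, ~60 µM downward; luminescence read.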
Rab9 promoter act: qHTS Assay for Rab9 Promoter Activators; Huh7 Rab9 promoter-luciferase reporter, luminescence, 24 h; Potency, µM (doses to about 9.22 µM), for the others: top-dose activation, negative = inhibition, hits mostly activators; 320,000 compounds, 2.8% hits; also: potency is read from the fitted curve at half-maximal effect; % of control where 0% means no effect; nearly all actives have a fitted effect of over 60% in size
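Luminescence read-out: Huh7 cells stably expressing Rab9-luciferase, treated 24 h with compound at 37 °C, then lysed with luciferase reagent for 10 min at ambient before reading.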
VP16 counter: VP16 counterscreen qHTS for inhibitors of ROR gamma transcriptional activity; Drosophila S2 Gal4-VP16 UAS-luciferase, luminescence, 20 h; Potency, µM (highest dose often 53.6 µM), inactives show at the highest dose activity, negative = inhibition, actives largely listed as inhibitors; 310,000 compounds, 3.5% hits;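 also: Gal4-VP16 expression switched on by copper sulfate through the metallothionein promoter; potency is read from the fitted curve at half-maximal effect; % is scaled to controls: 0 for no effect and ±100 for the full control effect; nearly all actives have a fitted effect of over 50% in size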
TRPV1 ag: HTS Assay for Compounds that Act as Agonists of the Vanilloid Receptor 1; Transient receptor potential cation channel subfamily V member 1 (Homo sapiens), Q8NER1; TRPV1-expressing cells, Fluo-8 calcium influx, agonist mode; activation, % at 8.33 µM; 320,000 compounds, 0.19% hits; in the data active = activation above about 80%; inconclusive = between about 30% and that limit; also: 0% is about no effect
Target sequence (Q8NER1 whole entry, looked up): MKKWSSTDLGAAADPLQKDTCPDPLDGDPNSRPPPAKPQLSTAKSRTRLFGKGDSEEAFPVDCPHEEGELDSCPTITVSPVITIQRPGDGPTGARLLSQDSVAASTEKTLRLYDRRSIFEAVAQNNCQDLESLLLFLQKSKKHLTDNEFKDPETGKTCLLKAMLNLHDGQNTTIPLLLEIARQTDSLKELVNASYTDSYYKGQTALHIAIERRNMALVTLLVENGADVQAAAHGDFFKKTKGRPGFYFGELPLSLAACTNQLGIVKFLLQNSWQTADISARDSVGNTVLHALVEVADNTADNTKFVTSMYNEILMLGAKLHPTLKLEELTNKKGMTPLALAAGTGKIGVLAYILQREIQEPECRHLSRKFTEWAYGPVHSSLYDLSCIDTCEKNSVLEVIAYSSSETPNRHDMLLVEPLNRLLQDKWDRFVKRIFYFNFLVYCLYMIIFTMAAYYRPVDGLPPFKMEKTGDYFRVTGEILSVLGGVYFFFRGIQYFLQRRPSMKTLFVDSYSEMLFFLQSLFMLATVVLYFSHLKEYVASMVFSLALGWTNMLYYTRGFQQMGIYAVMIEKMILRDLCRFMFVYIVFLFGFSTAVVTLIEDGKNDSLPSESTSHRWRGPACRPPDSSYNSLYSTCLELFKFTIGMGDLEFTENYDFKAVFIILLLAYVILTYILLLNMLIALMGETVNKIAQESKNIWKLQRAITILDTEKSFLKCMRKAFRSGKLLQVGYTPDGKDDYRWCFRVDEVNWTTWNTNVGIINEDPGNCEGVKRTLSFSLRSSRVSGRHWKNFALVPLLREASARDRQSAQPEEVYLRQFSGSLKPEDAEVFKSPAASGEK
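Cells expressing TRPV1 were dye-loaded with Fluo-8 and read kinetically: 10 s baseline, 3 min after compound (agonist portion), then 2 min after EC20 capsaicin (allosteric enhancer portion). Calcium-bound dye fluorescence at 480/520 nm.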
p53 reactivator: qHTS assay for re-activators of p53 using a Luc reporter; H1299 p53-A138V BP100-luciferase reporter, luminescence, 24 h; Potency, µM (titrated, usually from 92.2 µM), for inactives: top-dose activity change, positive = activation, hits mostly activators; 320,000 compounds, 0.063% hits; also: potency is read from the fitted curve at half-maximal effect; % of control where 0% means no effect; nearly all actives have a fitted effect of over 45% in size
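p53-null H1299 cells stably carrying temperature-sensitive p53-A138V and a BP100-luciferase reporter were pinned with compounds (4-point, 1:5 series) and held 24 hrs at 37 deg C. Luminescence was read 10 min after detection reagent.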
ELG1 DNA repair: qHTS screen for small molecules that inhibit ELG1-dependent DNA repair in human embryonic kidney (HEK293T) cells expressing luciferase-tagged ELG1; HEK293T ELG1-luciferase reporter, luminescence, 16 h; DNA damage induced by 5-fluorouridine; Potency, µM (doses to about 46.1 µM), for the others: top-dose activity change, negative = inhibition, actives largely listed as inhibitors; AID 504467, 2011; 330,000 compounds, 2.3% hits; also: potency is read from the fitted curve at half-maximal effect; % is scaled to controls: 0 for no effect and ±100 for the full control effect; nearly all actives have a fitted effect of over 55% in size
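Reporter activity after DNA damage by 5-fluorouridine is monitored. Compound-treated cells incubate 16 hr at 37 °C, then ONE-Glo is added for 30 min before luminescence reading.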
ELG1 genotoxic: qHTS screen for small molecules that induce genotoxicity in human embryonic kidney (HEK293T) cells expressing luciferase-tagged ELG1. HEK293T ELG1-luciferase reporter, luminescence, 16 h. Potency, µM (top dose mostly 46 µM), for inactives: at the highest dose activity change, positive = activation, most hits filed as activators. 330,000 compounds, 1.3% hits; also: potency is read from the fitted curve at half-maximal effect; % of control where 0% means no effect; nearly all actives have a fitted effect of over 60% in size
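After overnight (16 hr) compound treatment at 37 °C, ELG1-luciferase HEK293T cells were lysed with ONE-Glo; luminescence quantified 30 min later at room temperature.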
NPC1 prom act: qHTS Assay for NPC1 Promoter Activators | Huh7 NPC1 promoter luciferase reporter, 24 h | Potency, µM (highest dose often 9.22 µM), without a hit: top-dose activation, actives largely listed as activators | 320,000 compounds, 2.4% hits;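 also: potency is read from the fitted curve at half-maximal effect; % of control where 0% means no effect; nearly all actives have a fitted effect of over 60% in size; reporter is driven by a mutant NPC1 promoter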
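Stable NPC1-promoter luciferase Huh7 line; cpd (DMSO) 24 h, 37 °C, 5% CO2; Amplite luciferase reagent 10 min RT; luminescence readout. qHTS format.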
BRCA1 expr act: qHTS Assay to Identify Small Molecule Activators of BRCA1 Expression; Potency, µM (doses to about 46.1 µM), inactives show at the top dose activation, usual class: activators; 380,000 compounds, 1.1% hits; AID 624202, 2012; MCF7-BRCA1-FFLuc reporter, luminescence, 48 h; response scale: scaled: vehicle 0%, 10 µM genistein 100%; also: potency is read from the fitted curve at half-maximal effect; nearly all actives have a fitted effect of over 80% in size; some results filed as inactive show a strong effect at the top dose
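Luminescence from a BRCA1-driven firefly luciferase in MCF7 cells was the read-out, taken 15 min after substrate addition following 48 h compound exposure at 37 °C. Data were normalized to a 10 microM genistein control and DMSO vehicle.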
Tb PFK inh: qHTS Assay to Find Inhibitors of T. brucei phosphofructokinase. ATP-dependent 6-phosphofructokinase (Trypanosoma brucei brucei), O15648. Potency, µM (highest dose often 57.5 µM), for inactives: at the top dose activity, negative = inhibition, actives largely listed as inhibitors. T. brucei PFK, ADP-Glo luminescence. AID 485367, 2010. 330,000 compounds, 0.17% hits;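 also: potency is read from the fitted curve at half-maximal effect; 0% = uninhibited 1x PFK enzyme wells and -100% = no-enzyme wells; nearly all actives have a fitted effect of over 60% in size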
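Compounds were pin-transferred as a titration series up to 57 uM into substrate buffer (0.5 mM F6P, 0.1 mM ATP, pH 8.0), then 1.25 nM PFK was added and reactions ran 45 min before ADP-Glo detection.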
RORg inh: qHTS for inhibitors of ROR gamma transcriptional activity. 310,000 compounds, 5.4% hits. Potency, µM (series often up to 53.6 µM), for inactives: top-dose activity change, negative = inhibition, usual class: inhibitors. Drosophila S2 Gal4-RORgamma UAS-luciferase reporter, 20 h. Nuclear receptor ROR-gamma (Mus musculus), P51450; also: potency is read from the fitted curve at half-maximal effect; % is scaled to controls: 0 for no effect and ±100 for the full control effect; nearly all actives have a fitted effect of over 60% in size
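Compounds are pin-transferred onto Drosophila Schneider cells expressing a copper-inducible Gal4–ROR gamma transactivation domain fusion. After 1 hr, copper sulfate is added to 700 uM final; luciferase is read 20 hr later.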
Starred values were filed as active, the others as inactive. Unless noted, calls follow the shape of the dose curve; as a rule, active = well fitted curve in the direction sought with a large enough effect; inconclusive = small, poorly fitted or top-dose-only effect, or another doubt; inactive = no such curve, though single readings can be large; an effect the other way counts as inactive or inconclusive.

For Cc1cccc(NC(=O)c2ccc3c(c2)CCN3S(C)(=O)=O)c1 the results were FLuc counter 15µM*, Rab9 promoter act inconclusive, VP16 counter -4%, TRPV1 ag inconclusive, p53 reactivator -8%, ELG1 DNA repair inconclusive, ELG1 genotoxic inconclusive, NPC1 prom act inconclusive, BRCA1 expr act inconclusive, Tb PFK inh 1% and RORg inh 26%.
For Nc1cc(-c2ccccc2)n2c(n1)nc1ccccc12 the results were FLuc counter 3%, Rab9 promoter act -7%, VP16 counter -6%, TRPV1 ag -1, p53 reactivator -3%, ELG1 DNA repair inconclusive, ELG1 genotoxic 14%, NPC1 prom act 2%, BRCA1 expr act -9%, Tb PFK inh 3% and RORg inh -1%.
Cc1ccc2nc(NC(=O)C3CCN(S(=O)(=O)c4cccnc4)CC3)sc2c1 was read as FLuc counter -23%, Rab9 promoter act 3%, VP16 counter 2%, p53 reactivator -3%, ELG1 DNA repair 16µM*, ELG1 genotoxic -14%, NPC1 prom act -5%, BRCA1 expr act 0%, Tb PFK inh 1% and RORg inh 34%.
For CCc1ccccc1N(CC(=O)NCC1CCCO1)C(=O)CCC(=O)Nc1nccs1 (configuration not stated) the results were FLuc counter -2%, Rab9 promoter act 6%, VP16 counter -11%, TRPV1 ag -2, p53 reactivator -3%, ELG1 DNA repair -3%, ELG1 genotoxic 0%, NPC1 prom act 2%, BRCA1 expr act 0%, Tb PFK inh -1% and RORg inh -9%.
N/C(Cc1ccc(Cl)cc1Cl)=N\OC(=O)Cc1cccs1 was read as FLuc counter 5.4µM*, Rab9 promoter act -3%, VP16 counter -10%, TRPV1 ag 7, p53 reactivator inconclusive, ELG1 DNA repair inconclusive, ELG1 genotoxic 12%, NPC1 prom act 10%, BRCA1 expr act 53%, Tb PFK inh -4% and RORg inh 34%.
`CCc1ccc(S(=O)(=O)NCCc2csc(C)n2)s1` gave FLuc counter -2%, Rab9 promoter act -5%, VP16 counter -3%, TRPV1 ag -2, p53 reactivator -6%, ELG1 DNA repair -14%, ELG1 genotoxic -4%, NPC1 prom act -2%, BRCA1 expr act 1%, Tb PFK inh -2% and RORg inh 30%.
For O=C(Nc1ccc2c(c1)OCO2)c1ccc(Br)c(S(=O)(=O)N2CCCC2)c1 the results were FLuc counter inconclusive, Rab9 promoter act 0%, VP16 counter inconclusive, TRPV1 ag 3, p53 reactivator 4%, ELG1 DNA repair 21µM*, ELG1 genotoxic -10%, NPC1 prom act -6%, BRCA1 expr act -30%, Tb PFK inh 0% and RORg inh inconclusive.
`COc1ccc(-c2nnc(C(C)Nc3cccc(C(=O)NC4CC4)c3)o2)cc1` (configuration not stated) gave p53 reactivator -4%, ELG1 DNA repair -15%, ELG1 genotoxic 0%, BRCA1 expr act -17% and Tb PFK inh 0%.
`C[C@H]1C(=O)N(c2ccccc2)[C@@H]1c1ccccc1` gave p53 reactivator -1%, ELG1 DNA repair 7%, ELG1 genotoxic 5%, BRCA1 expr act 8% and Tb PFK inh 4%.
For O=C(Nc1ccccc1N1CCN(c2ccccc2)CC1)c1cccc(F)c1 the results were FLuc counter 0%, Rab9 promoter act -3%, VP16 counter -3%, TRPV1 ag 11, p53 reactivator 2%, ELG1 DNA repair inconclusive, ELG1 genotoxic -10%, NPC1 prom act -2%, BRCA1 expr act -26%, Tb PFK inh -3% and RORg inh -2%.

Fetched one by one from above (two):
For CCc1ccccc1N(CC(=O)NCC1CCCO1)C(=O)CCC(=O)Nc1nccs1 (configuration not stated) the results were FLuc counter -2%, Rab9 promoter act 6%, VP16 counter -11%, TRPV1 ag -2, p53 reactivator -3%, ELG1 DNA repair -3%, ELG1 genotoxic 0%, NPC1 prom act 2%, BRCA1 expr act 0%, Tb PFK inh -1% and RORg inh -9%.
For O=C(Nc1ccc2c(c1)OCO2)c1ccc(Br)c(S(=O)(=O)N2CCCC2)c1 the results were FLuc counter inconclusive, Rab9 promoter act 0%, VP16 counter inconclusive, TRPV1 ag 3, p53 reactivator 4%, ELG1 DNA repair 21µM*, ELG1 genotoxic -10%, NPC1 prom act -6%, BRCA1 expr act -30%, Tb PFK inh 0% and RORg inh inconclusive.

The listing continues:
For CC(C)c1ccc(NC(=O)CSc2nc3ccccc3nc2N2CCCC2)cc1 the results were FLuc counter 1%, Rab9 promoter act -1%, VP16 counter -6%, TRPV1 ag 2, ELG1 DNA repair 4%, ELG1 genotoxic 14%, NPC1 prom act 0%, BRCA1 expr act -17%, Tb PFK inh 1% and RORg inh -23%.
Screening COc1cc(OC)nc(NC(=S)NC(=O)c2ccccc2)n1 returned FLuc counter -2%, Rab9 promoter act -2%, VP16 counter inconclusive, TRPV1 ag 1, p53 reactivator -2%, ELG1 DNA repair 5%, ELG1 genotoxic -1%, NPC1 prom act -1%, BRCA1 expr act -48%, Tb PFK inh 0% and RORg inh 5µM*.
`Nc1nc(SCC(=O)N2CCCC2)[nH]c(=O)c1NC(=O)c1cccs1` gave FLuc counter -3%, Rab9 promoter act -7%, VP16 counter 4%, TRPV1 ag -3, p53 reactivator -2%, ELG1 DNA repair 0%, ELG1 genotoxic 1%, NPC1 prom act -1%, BRCA1 expr act 53%, Tb PFK inh -1% and RORg inh -2%.
Screening Cc1ccc(-c2nc(N3CCOCC3)sc2C(=O)N2CCCCC2)cc1 returned FLuc counter -5%, Rab9 promoter act -1%, VP16 counter 2%, TRPV1 ag inconclusive, p53 reactivator -12%, ELG1 DNA repair 2%, ELG1 genotoxic -1%, NPC1 prom act 1%, BRCA1 expr act 0%, Tb PFK inh 1% and RORg inh inconclusive.
For O=C(Nc1cccc(F)c1)NC1CCCCC1 the results were FLuc counter 24µM*, Rab9 promoter act inconclusive, VP16 counter -16%, TRPV1 ag inconclusive, p53 reactivator inconclusive, ELG1 DNA repair inconclusive, ELG1 genotoxic inconclusive, NPC1 prom act inconclusive, BRCA1 expr act inconclusive, Tb PFK inh -2% and RORg inh -15%.
Screening COCCNCCCOc1ccc(Br)cc1Cl returned FLuc counter 4%, Rab9 promoter act -2%, VP16 counter -6%, TRPV1 ag -2, p53 reactivator -11%, ELG1 DNA repair -11%, ELG1 genotoxic -1%, NPC1 prom act -3%, BRCA1 expr act -38%, Tb PFK inh -2% and RORg inh -4%.
`CCOC(=O)c1oc2ccccc2c1CN1CC(C)OC(C)C1` (configuration not stated) gave FLuc counter 0%, Rab9 promoter act 0%, VP16 counter -6%, TRPV1 ag 7, p53 reactivator 1%, ELG1 DNA repair -7%, ELG1 genotoxic -6%, NPC1 prom act 1%, BRCA1 expr act 13%, Tb PFK inh 1% and RORg inh -15%.
For O=C(N1CCCC1)C12CC3CC(CC(C3)C1)C2 the results were FLuc counter 2%, Rab9 promoter act -1%, VP16 counter 7%, TRPV1 ag 7, p53 reactivator 0%, ELG1 DNA repair -1%, ELG1 genotoxic -1%, NPC1 prom act -3%, BRCA1 expr act 14%, Tb PFK inh -7% and RORg inh 29%.
`Cn1c(N)c(S(=O)(=O)N2CCN(c3ccccc3Cl)CC2)c(=O)n(C)c1=O` gave FLuc counter 4%, Rab9 promoter act 14%, VP16 counter 9%, TRPV1 ag 3, p53 reactivator 0%, ELG1 DNA repair -7%, ELG1 genotoxic -1%, NPC1 prom act 6%, BRCA1 expr act -7%, Tb PFK inh 4% and RORg inh -43%.
CC(C)C(C)NC(=O)COc1ccc([N+](=O)[O-])cc1Cl (configuration not stated) was read as FLuc counter -10%, Rab9 promoter act -8%, VP16 counter 3%, TRPV1 ag 1, p53 reactivator 4%, ELG1 DNA repair 0%, ELG1 genotoxic 2%, NPC1 prom act 1%, BRCA1 expr act 6%, Tb PFK inh -8% and RORg inh inconclusive.

High-throughput results from PubChem BioAssay.
